PABP1 MLLE inh: inhibitors of PABP1 MLLE–PAM2 peptide binding, primary screen, biochemical, fluorescence polarization, FITC-PAM2, GST-MLLE | Polyadenylate-binding protein 1 (Homo sapiens), P11940 | inhibition, % at 20 µM | 360,000 tested, 0.36% active | AID 588489, 2011; in the data active = inhibition above about 35%, passing the limit was not always enough;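 note: plate controls were DMSO wells with GST-MLLE for no effect and wells lacking GST-MLLE protein for full effect; some results filed as inactive read as strong as hits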
MsrA act: bovine MsrA enzyme activators, primary screen, biochemical, absorbance, HTS; purified bovine MsrA, absorbance read-out; 360,000 tested, 0.3% active; Methionine sulfoxide reductase A (Bos taurus); activation, % at 10.6 µM; in the data active = activation above about 7.5%;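 note: 0% = vehicle and 100% = reference activator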
Tb MetRS inh: T. brucei MetRS inhibitors, primary screen, biochemical, luminescence | methionyl-tRNA synthetase (Trypanosoma brucei brucei) | purified T. brucei MetRS, ATP depletion, Kinase-Glo luminescence | inhibition, % at 11.9 µM | 360,000 tested, 0.4% active | AID 624268, 2012;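 active = inhibition above a per-plate cutoff of the control wells' mean inhibition plus 3 SD, cut at about 5.5% in these data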;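 note: 0% = DMSO wells median and 100% = median of wells with control inhibitor compound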
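Measured by: Kinase-Glo luciferase luminescence reporting remaining unconsumed ATP. Material: purified T. brucei MetRS enzyme. Doses: 11.9 µM compound single dose, 0.9% DMSO. Medium: HEPES buffer containing pyrophosphatase, BSA, spermine, DTT. Times: 15 min preincubation, 2 h reaction, all 25 °C. Reagent: methionine, ATP and bulk E. coli tRNA.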
MsrA inh: bovine MsrA enzyme inhibitors, primary screen, biochemical, absorbance, HTS; Methionine sulfoxide reductase A (Bos taurus); purified bovine MsrA, absorbance read-out; inhibition, % at 15.5 µM; 360,000 tested, 0.75% active; in the data active = inhibition above about 4.5%;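 note: 0% = vehicle wells with enzyme and 100% = reference inhibitor wells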
FAS TE block: FAS thioesterase domain inhibitors, primary screen, biochemical, fluorescence intensity, uHTS; recombinant FAS-TE, OMFH fluorogenic substrate, fluorescence endpoint; Fatty acid synthase (Homo sapiens), P49327; AID 602261, 2012; 360,000 tested, 0.67% active; inhibition, % at 15 µM;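 active = compounds whose normalised, plate-corrected inhibition of enzyme fluorescence in the single-dose primary screen is 50% or more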;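 note: 0% = DMSO with enzyme and 100% = substrate without enzyme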
E coli Lon inh: inhibitors of E. coli Lon protease, primary screen, biochemical, fluorescence polarization; P0A9M0; purified E. coli Lon protease; inhibition, % at 7.94 µM; 360,000 tested, 0.42% active; AID 602123, 2011; in the data active = inhibition above about 13%, passing the limit was not always enough;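 note: 0% = enzyme with probe and DMSO and 100% = no enzyme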
CSN deneddyl inh: inhibitors of CSN-mediated cullin deneddylation, primary screen, biochemical, fluorescence polarization, uHTS; Purified CSN, SCF-Nedd8-OG deneddylation; inhibition, % at 12.5 µM; 360,000 tested, 0.38% active;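 active = pattern-corrected inhibition above about 35%, with an unprinted fluorescence ratio check between 0.5 and 1.5, limit read from the data, passing the limit was not always enough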;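 note: 0% = enzyme with substrate and 100% = substrate without enzyme; some results filed as inactive read as strong as hits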
Target sequence (Q92905 whole entry, looked up, one chain of several): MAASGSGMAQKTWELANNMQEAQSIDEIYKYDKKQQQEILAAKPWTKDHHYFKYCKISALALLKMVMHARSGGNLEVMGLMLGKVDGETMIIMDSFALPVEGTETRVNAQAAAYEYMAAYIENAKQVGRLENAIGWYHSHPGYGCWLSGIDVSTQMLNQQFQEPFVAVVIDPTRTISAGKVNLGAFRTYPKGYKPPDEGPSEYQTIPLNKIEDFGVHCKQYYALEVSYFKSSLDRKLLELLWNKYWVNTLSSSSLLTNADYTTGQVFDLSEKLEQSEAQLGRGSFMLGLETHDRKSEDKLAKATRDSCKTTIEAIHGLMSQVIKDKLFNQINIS
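Test system: purified human Csn5 enzyme expressed in HEK293T cells. Amount: 0.24 nM enzyme. Reagent: SCFSkp2-Nedd8OG substrate at 10 nM final. Schedule: 90 min incubation of compound, enzyme and substrate at room temperature. Detection: fluorescence polarization. Read-out: % inhibition of substrate cleavage by Csn5.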
Neddylation inh: inhibitors of cullin neddylation, primary screen, biochemical, TR-FRET, uHTS, NAE and Ubc12; calls only at 25 µM; 360,000 tested, 0.58% active; in the data active = inhibition above about 36%
Target sequence (P61081 whole entry, looked up): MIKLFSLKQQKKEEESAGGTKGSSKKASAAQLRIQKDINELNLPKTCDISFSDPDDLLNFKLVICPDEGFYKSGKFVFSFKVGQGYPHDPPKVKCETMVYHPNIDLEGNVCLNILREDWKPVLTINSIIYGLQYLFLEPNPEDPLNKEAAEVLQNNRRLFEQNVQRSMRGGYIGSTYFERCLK
Target sequence (Q13564 whole entry, looked up): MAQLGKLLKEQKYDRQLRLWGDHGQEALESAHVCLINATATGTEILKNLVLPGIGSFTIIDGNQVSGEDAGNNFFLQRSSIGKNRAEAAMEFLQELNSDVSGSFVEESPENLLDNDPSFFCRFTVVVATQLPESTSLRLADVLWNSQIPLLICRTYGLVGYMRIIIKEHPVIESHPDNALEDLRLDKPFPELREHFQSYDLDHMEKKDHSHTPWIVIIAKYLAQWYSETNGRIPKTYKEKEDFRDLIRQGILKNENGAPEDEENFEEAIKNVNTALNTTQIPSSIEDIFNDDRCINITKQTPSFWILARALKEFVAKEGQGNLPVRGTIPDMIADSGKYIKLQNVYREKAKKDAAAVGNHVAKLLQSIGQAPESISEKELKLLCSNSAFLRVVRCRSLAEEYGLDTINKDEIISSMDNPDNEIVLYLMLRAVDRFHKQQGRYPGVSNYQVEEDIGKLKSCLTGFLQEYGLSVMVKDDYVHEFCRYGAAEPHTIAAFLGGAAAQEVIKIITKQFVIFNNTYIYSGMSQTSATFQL
Rin1 Abl inh: inhibitors of Rin1-Abl protein binding, primary screen, biochemical, TR-FRET. inhibition, % at 7.35 µM. Tyrosine-protein kinase ABL1 (Homo sapiens) + Ras and Rab interactor 1 (Homo sapiens), …. AID 588664, 2011. 360,000 tested, 0.4% active; in the data active = inhibition above about 5%, passing the limit was not always enough
* marks the source's active call; other numbers are inactive results; i = inactive; x = not tested or not shown; + = active, no number.

SMILES | PABP1 MLLE inh | MsrA act | Tb MetRS inh | MsrA inh | FAS TE block | E coli Lon inh | CSN deneddyl inh | Neddylation inh | Rin1 Abl inh
CCCCC(=O)C1=C(N2CCCC2)CC(C)(C)CC1=O | 9 | -3 | -0.4 | 0.1 | -8 | 8 | -4 | i | -5
Cc1cc(C)n2nc(SCC(=O)N3CCC(C(=O)O)CC3)nc2n1 | -2 | 0 | -0.2 | 1.3 | -6 | -7 | 4 | i | -3
CCn1nc(C)c(NC(=O)c2ccc(Cl)cc2)c1C | 6 | -8 | -0.6 | 0.9 | -8 | -3 | 0 | i | 0
CCc1ccc(Nc2n[n+](-c3ccccc3)c(-c3ccc(SC)cc3)s2)cc1 | 9 | -2 | 0.1 | 0.8 | -127 | 1 | -4 | i | -1
CC1CCN(C(=O)c2ccc3c(c2)C(=O)c2ccccc2-3)CC1 | -10 | -3 | -0.3 | 0.5 | 5 | -2 | -3 | i | -4
COC(=O)[C@]12CCCCC=C1N(Cc1cccc3ccccc13)C(=O)[C@H](CC(=O)N1CCN(C(=O)C3CC3)CC1)C2 | x | -1 | -0.1 | -1.1 | -1 | -4 | 2 | i | x
C/C(=N/NC(=O)c1ccc(O)cc1)c1cccc([N+](=O)[O-])c1 | 0 | -2 | -0.5 | 0.8 | -5 | -4 | -2 | i | -3
Cc1noc(C)c1S(=O)(=O)N1CCC(C(=O)N2CCN(Cc3ccc4c(c3)OCO4)CC2)CC1 | 2 | 0 | 0.2 | -1.3 | -8 | -6 | -2 | i | 1
O=C(CN1C(=O)C2C3C=CC(C3)C2C1=O)Nc1ccc(S(=O)(=O)N2CCCCC2)cc1 (stereo not drawn) | 3 | -4 | 0.1 | -0.4 | 1 | -1 | -3 | i | 2
O=C(CCn1c(=O)oc2ccccc21)n1c(=O)oc2ccccc21 | 11 | -11 | -1.2 | -1.0 | -2 | -10 | -8 | i | 2
COc1ccc(NS(=O)(=O)c2ccc(NC(=S)NCC3CCCO3)cc2)cc1 (stereo not drawn) | 2 | -2 | -0.4 | -0.1 | -1 | 0 | 1 | i | -2
Cc1cc(C)c(NC(=O)CSc2nnc(-c3ccco3)n2N)c(C)c1 | -5 | -10 | -1.0 | 0.1 | -7 | -8 | -2 | i | -2
CC(C)(C)C(=O)c1c(N)[nH]c(C(=O)c2ccccc2)c1-c1ccc(F)cc1 | x | 0 | -0.3 | -0.5 | 3 | -14 | 2 | i | x
CCCNC(=O)C1CC2Cn3c(nc4ccccc43)C2N1C (stereo not drawn) | -2 | -2 | 0.1 | 1.9 | -8 | -9 | 105 | i | 0
CC1(C)CC(=O)CC(=O)/C1=N\Nc1c(Cl)cc(Cl)cc1Cl | 12 | -1 | 0.1 | 1.1 | -12 | 1 | 1 | i | -1
O=C(NC1CCS(=O)(=O)C1)c1sc2ccccc2c1Cl (stereo not drawn) | 0 | 4 | 0.0 | 1.1 | -5 | -2 | 1 | i | 4
COc1ccc(NC(=S)N(CCO)Cc2ccccc2)cc1 | 16 | -2 | -0.3 | x | -12 | -5 | -7 | i | 0
CC1CCCC(C)N1C(=O)COC(=O)CCc1nc2ccccc2c(=O)[nH]1 (stereo not drawn) | -6 | -4 | -0.8 | 1.1 | -11 | -4 | 3 | i | 0
CC(=O)N1CCC(N(CCN2CCOCC2)C(=S)Nc2cc(C)cc(C)c2)CC1 | 0 | -6 | -0.7 | -0.7 | -2 | -7 | -1 | i | -1
COc1ccccc1OCCNC(=O)C1CC(=O)N(c2ccccc2OC)C1 (stereo not drawn) | 10 | -4 | 0.8 | 0.2 | -9 | -19 | -2 | i | 1
CC(C)OC(=O)C(=O)NNc1ccccc1 | 14 | -2 | 0.4 | -0.9 | -1 | -9 | 3 | i | -1
O=C(CSc1nnc(-c2ccc3c(c2)OCO3)n1-c1ccccc1)c1ccc(Cl)cc1 | -31 | -2 | -0.1 | 0.9 | -2 | 0 | 2 | i | -1
COc1ccc(/C=C/c2nc3ccccc3c(=O)n2-c2cccc(C(=O)O)c2)cc1 | -2 | -2 | -0.7 | 0.8 | -6 | -7 | -5 | i | -4
CCCC12CN3CCN(CC(C3)/C1=N\NC(=O)c1ccccc1Cl)C2 | 4 | -5 | -0.7 | 0.2 | -3 | -7 | -13 | i | 1
CC(C)CNC(=O)C(=O)NCC1OCCCN1S(=O)(=O)c1cccs1 (stereo not drawn) | -4 | -6 | -0.5 | 0.3 | -5 | -12 | 1 | i | 3

One compound at a time (already shown):
Record of O=C(CSc1nnc(-c2ccc3c(c2)OCO3)n1-c1ccccc1)c1ccc(Cl)cc1 → PABP1 MLLE inh = -31; MsrA act = -2; Tb MetRS inh = -0.1; MsrA inh = 0.9; FAS TE block = -2; E coli Lon inh = 0; CSN deneddyl inh = 2; Neddylation inh = i; Rin1 Abl inh = -1
Record of CCc1ccc(Nc2n[n+](-c3ccccc3)c(-c3ccc(SC)cc3)s2)cc1 → PABP1 MLLE inh = 9; MsrA act = -2; Tb MetRS inh = 0.1; MsrA inh = 0.8; FAS TE block = -127; E coli Lon inh = 1; CSN deneddyl inh = -4; Neddylation inh = i; Rin1 Abl inh = -1

(listing goes on)
SMILES | PABP1 MLLE inh | MsrA act | Tb MetRS inh | MsrA inh | FAS TE block | E coli Lon inh | CSN deneddyl inh | Neddylation inh | Rin1 Abl inh
Cc1cc(C(=O)OCC(=O)c2cccc([N+](=O)[O-])c2)c2cccc(C)c2n1 | 5 | -3 | -0.4 | 1.5 | 6 | -13 | -6 | i | 4
Cc1ccc(NC(=O)c2cccc(Oc3ccc([N+](=O)[O-])cc3)c2)c(C(=O)O)c1 | 14 | -3 | -1.2 | 3.0 | 3 | 2 | 3 | i | -1
O=C(Nc1ccc(F)cc1)Nc1csc2ccccc12 | 23 | -2 | 0.3 | -0.6 | 7 | -6 | 7 | i | 2
CC(=O)N(C)c1ccc(NC(=O)Nc2cccc3ccccc23)cc1 | 3 | -3 | 0.6 | 0.5 | -1 | -14 | 0 | i | 0
O=CN1CCN(C(=O)COc2ccc(Cl)cc2Br)CC1 | -4 | -8 | 0.1 | 1.2 | -3 | -7 | -4 | i | 4
CSc1ccc(C2=C/C(=C3/SC(=S)NC3=O)c3ccccc3O2)cc1 | -8 | -10 | -0.1 | -1.1 | 0 | -5 | -3 | i | 0
C#CCOCCOCCOCCNc1nc(N2CCN(C(=O)CCCCCCCCCCNC(=O)[C@H](CO)n3cc(CCCSC)nn3)CC2)nc(N2CCN(C(=O)CCCCCCCCCCNC(=O)[C@H](CCCCN)n3cc(CCO)nn3)CC2)n1 | 16 | -8 | -0.5 | -1.7 | -28 | -9 | 14 | i | 10
O=C(CN(Cc1ccc(Br)cc1)S(=O)(=O)c1ccccc1)NCc1ccccn1 | -3 | 0 | -0.2 | -1.3 | 0 | -11 | 0 | i | 0
Cn1c(Cc2cccc3ccccc23)nnc1SCc1ccc([N+](=O)[O-])cc1 | -98 | 3 | 1.8 | -0.6 | 8 | -13 | -16 | i | -3
O=C(/C=C/c1ccc(Cl)cc1)NCCc1ccccc1 | 13 | -5 | -0.5 | -0.1 | 1 | -11 | -8 | i | -4
C[C@H](CO)N1C[C@H](C)[C@@H](CN(C)C(=O)Nc2ccccc2)Oc2ccc(NC(=O)Cc3ccccc3)cc2C1=O | -2 | 2 | -0.3 | -1.3 | -6 | 0 | -1 | i | 3
CCOc1ccc(-c2noc(=O)[nH]2)cc1 | 3 | -3 | 0.2 | -0.3 | -9 | -4 | 2 | i | 2
O=C(N/N=C/c1ccc(Cl)cc1)C1CC12CCC2 (stereo not drawn) | 1 | -1 | -0.5 | -0.4 | 2 | 2 | -6 | i | 1
Brc1cc(/C=N/n2cnnc2)oc1Br | -9 | -5 | -0.2 | 2.0 | -5 | -4 | -2 | i | -1
C=CCNCCCOc1ccc(C(C)(C)c2ccccc2)cc1 | -11 | -1 | -0.5 | -1.1 | -9 | 11 | 4 | i | -3
CN(Cc1ccccc1)C(=O)COC(=O)/C=C/c1ccc2c(c1)OCO2 | 1 | -7 | -0.3 | 3.3 | 7 | -4 | -3 | i | 2
O=C(COc1ccccc1)Nc1ccc(-c2nnc(-c3ccco3)o2)cc1 | 0 | 0 | -1.4 | 0.6 | -3 | -9 | 5 | + | -3
O=C1CC(NS(=O)(=O)c2cccnc2)CN1c1ccccc1 (stereo not drawn) | 3 | 0 | -0.2 | -0.4 | -6 | -11 | -7 | i | 1
COc1ccc(N2CCN(C(c3ccccc3OC)c3nnnn3Cc3ccco3)CC2)cc1 (stereo not drawn) | 1 | -9 | 0.1 | 0.1 | 18 | 0 | 0 | i | -1
COc1ccccc1N1CC(C(=O)OCc2nc(N)nc(Nc3ccccc3)n2)CC1=O (stereo not drawn) | -49 | -9 | -0.7 | -0.1 | -2 | 3 | -3 | i | 0
CC(C)(C)NC(=O)COc1ccc2oc3c(c2c1)CCCC3 | -5 | -12 | -1.4 | -0.7 | 24 | -1 | 4 | i | 1
COCCOC(=O)c1[nH]c2c(c1C)C(=O)CC(c1cc(OC)c(OC)c(OC)c1)C2 (stereo not drawn) | -1 | 0 | -0.6 | -0.1 | -1 | 5 | -3 | i | -1
CCCCCCCCN1C(=O)[C@H](CC(=O)NCC2CCCCC2)C[C@@]2(C(=O)OC)CCCCC=C12 | x | 1 | 0.0 | -1.5 | 13 | 1 | 1 | i | x
Cc1noc(C)c1C(=O)OCC(=O)NC1CCCCC1C (stereo not drawn) | 2 | -7 | -0.6 | 2.2 | -6 | -3 | -1 | i | 0
COc1cccc(C(=O)NC2CCCc3ccccc32)c1 (stereo not drawn) | 8 | -4 | -0.9 | 1.6 | -2 | 0 | -1 | i | 0
(list continues)
SMILES | PABP1 MLLE inh | MsrA act | Tb MetRS inh | MsrA inh | FAS TE block | E coli Lon inh | CSN deneddyl inh | Neddylation inh | Rin1 Abl inh
Cn1c(=O)n(C)c2cc(S(=O)(=O)Nc3cc(Cl)ccc3O)ccc21 | -27 | -8 | -1.5 | -0.4 | -7 | -7 | -1 | i | 3
CCOc1ccccc1C=NNC(=O)CCCCC(=O)NN=Cc1ccccc1OCC | 7 | -3 | -0.2 | 0.3 | -3 | 0 | 4 | i | 2
N#CCCCN1C(=O)C(=C(C#N)C#N)c2ccccc21 | 29 | -6 | 0.3 | -0.4 | 2 | -4 | -5 | i | -2
O=C(O)CCc1ccc(-c2cccs2)n1NC(=O)c1ccc(Cl)cc1Cl | -2 | -13 | -0.8 | -0.1 | -8 | 1 | -1 | i | -4
COc1cc(C(=O)NNC(=O)c2ccc(F)cc2)ccc1OCC(=O)N1CCOCC1 | 10 | -7 | -0.5 | 0.4 | -7 | 8 | -1 | i | 1
Cc1ccc(S(=O)(=O)N2CCC(C(=O)N3CCN(c4ccccn4)CC3)CC2)cc1C | 0 | -2 | 0.1 | 0.5 | 3 | -16 | -4 | i | 0
COC(=O)c1ccc(CO/N=C2\CCCc3nonc32)cc1 | -7 | -7 | -0.5 | -0.8 | 10 | 10 | -9 | i | -5

Source: PubChem (several laboratories)
